rTrxR1 inhibitor – blocks rat thioredoxin reductase 1. O89049. recombinant rTrxR1, NADPH fluorescence consumption, selenite substrate. Potency, µM (series often up to 114 µM), for the others: at the top dose activity change, negative = inhibition, usual class: inhibitors. actives 1% (n = 390,000). AID 588453; further: on the % scale 0 is the no-effect control and ±100 the full control effect; nearly all actives have a fitted effect of over 65% in size
Target sequence (O89049 whole entry, looked up): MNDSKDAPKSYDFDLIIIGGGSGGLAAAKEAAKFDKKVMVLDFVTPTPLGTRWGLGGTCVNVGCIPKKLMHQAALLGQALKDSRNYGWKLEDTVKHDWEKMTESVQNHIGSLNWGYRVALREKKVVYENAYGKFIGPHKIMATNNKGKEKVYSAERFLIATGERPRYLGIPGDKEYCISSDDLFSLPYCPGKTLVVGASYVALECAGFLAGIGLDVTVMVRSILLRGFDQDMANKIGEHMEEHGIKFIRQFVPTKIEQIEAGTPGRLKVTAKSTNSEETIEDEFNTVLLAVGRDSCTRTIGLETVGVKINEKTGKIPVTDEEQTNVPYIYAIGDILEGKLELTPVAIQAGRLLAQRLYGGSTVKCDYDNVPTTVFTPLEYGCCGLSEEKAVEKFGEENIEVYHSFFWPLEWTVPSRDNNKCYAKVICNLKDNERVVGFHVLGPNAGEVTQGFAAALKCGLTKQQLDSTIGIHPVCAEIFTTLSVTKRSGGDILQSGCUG
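Rat TrxR1 (90 nM in the dispensed reagent) was pre-reduced with 400 uM NADPH for 5 min at room temperature, then incubated with compound for 15 min. After 400 uM selenite was added, NADPH fluorescence (Ex 340/Em 450 nm) was followed for 8 min.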
RXFP1 agonist – agonists of human relaxin receptor RXFP1; Q9HBX9; HEK293T-RXFP1 cAMP TR-FRET, 30 min; response scale: percent of porcine relaxin response, buffer zero; Potency, µM (series often up to 57.5 µM), without a hit: at the top dose activation, actives largely listed as activators; actives 0.3% (n = 370,000); AID 2676; further: on the % scale 0 is the no-effect control and ±100 the full control effect; nearly all actives have a fitted effect of over 60% in size; many of its hits are not listed in these tables
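HEK293T cells stably expressing RXFP1 were pretreated with the PDE4 inhibitor Ro 20174, exposed to compounds for 30 min at 37C, lysed, and cAMP was read by TR-FRET. Data normalized to buffer (basal) and 29 nM porcine relaxin (100%).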
mIDH1 inhibitor – human IDH1 R132H inhibition; O75874; IDH1-R132H enzyme, NADPH consumption, diaphorase/resazurin fluorescence; Potency, µM (highest dose often 76.6 µM), without a hit: at the highest dose activity change, negative = inhibition, usual class: inhibitors; actives 0.093% (n = 390,000); AID 602179; further: on the % scale 0 is the no-effect control and ±100 the full control effect; nearly all actives have a fitted effect of over 65% in size
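IDH1-R132H (0.5 ug/mL) preincubated 30 min with compound, then NADPH (0.016 mM) and alpha-KG (2 mM) added; 80 min at RT, pH 7.5. Remaining NADPH coupled via diaphorase/resazurin to fluorescence (540/590 nm); concentration-response curves normalized to no-enzyme control.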
Vif-APOBEC3G blk – inhibitors of Vif-APOBEC3G interaction; Q9HC16; HeLa A3G-eYFP + Vif (tagged APOBEC3G with the HIV-1 protein that degrades it), YFP fluorescence, overnight; Potency, µM (titrated, usually from 46.1 µM), inactives show at the highest dose activity, negative = active, hits mostly inhibitors; actives 0.076% (n = 410,000); AID 602310;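 further: on the % scale 0 is the no-effect control and ±100 the full control effect; nearly all actives have a fitted effect of over 60% in size; hits raise eYFP signal because A3G escapes Vif-driven loss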
Target sequence (Q9HC16 whole entry, looked up): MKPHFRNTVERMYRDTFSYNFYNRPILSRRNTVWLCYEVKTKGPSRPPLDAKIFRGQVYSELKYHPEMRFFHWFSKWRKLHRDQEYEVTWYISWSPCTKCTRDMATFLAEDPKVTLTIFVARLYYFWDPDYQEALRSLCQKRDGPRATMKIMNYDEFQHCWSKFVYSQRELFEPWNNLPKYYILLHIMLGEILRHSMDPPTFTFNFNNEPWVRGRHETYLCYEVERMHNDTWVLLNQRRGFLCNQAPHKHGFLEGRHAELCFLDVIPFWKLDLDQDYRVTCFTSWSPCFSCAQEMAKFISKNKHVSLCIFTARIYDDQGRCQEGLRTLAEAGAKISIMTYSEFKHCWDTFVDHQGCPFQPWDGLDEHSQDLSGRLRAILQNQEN
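Read-out is eYFP fluorescence (Ex 488/Em 500-530) from Vif-expressing HeLa A3G-eYFP cells; more signal means A3G escaped Vif-mediated degradation. Cells plated overnight, compound pinned in, incubated overnight at 37 deg C.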
TrxR1 substrate – rat thioredoxin reductase 1 substrate activity. O89049. purified TrxR1 substrate turnover, NADPH consumption readout. Potency, µM (series often up to 114 µM), for inactives: top-dose activity change, negative = substrate turnover. actives 0.01% (n = 390,000). AID 588456; further: on the % scale 0 is the no-effect control and ±100 the full control effect; nearly all actives have a fitted effect of over 50% in size
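Rat TrxR1, dispensed at 90 nM, was prereduced with 400 uM NADPH (final) for 5 min at ~22 deg C, then incubated with compound 15 min before 400 uM selenite. A first-read NADPH fluorescence drop versus no-compound background flagged substrates.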
RGS4 inhibitor – inhibitors of human regulator of G protein signaling 4; P49798; Transcreener GDP fluorescence polarization, RGS4-accelerated GTP hydrolysis; Potency, µM (highest dose often 114 µM), without a hit: top-dose activity change, negative = inhibition, hits mostly inhibitors; actives 0.039% (n = 390,000); AID 504845; further: on the % scale 0 is the no-effect control and ±100 the full control effect; nearly all actives have a fitted effect of over 75% in size; some results filed as inactive show a strong effect at the top dose
Target sequence (P49798 whole entry, looked up): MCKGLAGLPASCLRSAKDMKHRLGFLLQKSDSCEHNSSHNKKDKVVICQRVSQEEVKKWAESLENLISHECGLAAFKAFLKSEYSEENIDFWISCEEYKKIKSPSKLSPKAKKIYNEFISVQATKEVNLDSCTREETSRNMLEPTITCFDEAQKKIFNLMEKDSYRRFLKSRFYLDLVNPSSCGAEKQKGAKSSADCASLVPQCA
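MLSMR compounds (23 nl, pin-transferred) preincubated 10 min at room temperature with a 500nM (2x) first reagent, then RGS4 at 900nM (2x) plus Transcreener GDP mix added; fluorescence polarization (620/688 nm) read before and after 90 min at 30 °C.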
USP1 inh – blocks the human USP1/UAF1 deubiquitinase complex; actives 0.23% (n = 390,000); O94782; AID 743255; Potency, µM (titrated, usually from 57.1 µM), for the others: at the highest dose activity change, negative = inhibition, usual class: inhibitors; recombinant USP1/UAF1, Ub-Rhodamine cleavage fluorescence; further: on the % scale 0 is the no-effect control and ±100 the full control effect; nearly all actives have a fitted effect of over 60% in size; inactives centre near -12
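USP1/UAF1 complex (1 nM) preincubated 15 min at room temperature with compound, then Ub-Rho substrate (150 nM final) added. Kinetic fluorescence at 480/540 nm over 6 reads at 60 s intervals; 50 mM HEPES pH 7.8, 0.5 mM EDTA, 0.1 mg/ml BSA, 1 mM TCEP, 0.01% Tween-20.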
Vif-A3F inh – Vif-A3F binding inhibition; HeLa A3F-eYFP + Vif (tagged APOBEC3F with the HIV-1 protein that degrades it), YFP fluorescence increase; Potency, µM (top dose mostly 46.1 µM), without a hit: at the highest dose activity, negative = active; actives 0.2% (n = 390,000); AID 602313; further: % of control where 0% means no effect; nearly all actives have a fitted effect of over 65% in size
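Fluorescence increase (Ex 488/Em 500-530) after overnight compound treatment at 37 deg C flags inhibition of Vif-driven A3F-eYFP loss in stable HeLa A3F-eYFP/Vif cells seeded overnight beforehand.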
12-LOX inh – inhibitors of human 12S-lipoxygenase ALOX12; Potency, µM (series often up to 108 µM), without a hit: at the top dose activity change, negative = inhibition, usual class: inhibitors; P18054; purified 12hLO, xylenol orange hydroperoxide absorbance; AID 1671190; actives 1.1% (n = 580,000); further: on the % scale 0 is the no-effect control and ±100 the full control effect
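Purified human 12hLO at 150 nM in 25 mM Hepes, 0.01% Triton X-100, pH 7.0, preincubated 15 min at room temperature with compound. Reaction started with 40 uM arachidonic acid, 30 min at room temperature. Hydroperoxide measured by Fe-xylenol orange, 573/405 nm absorbance ratio.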
The depositor's hits bear a star; ? = inconclusive; / = not tested or not shown; & = joins results of further samples; [ ] = dose if it differs, or a comment. The call rests on the fitted dose curve; in most records, active means well fitted curve in the direction sought with a large enough effect; inconclusive means small, poorly fitted or top-dose-only effect, or another doubt; inactive means no such curve, though single readings can be large; an effect the other way counts as inactive or inconclusive. Potency means the concentration at half of the fitted maximal effect. A portion of the library, so the mix of outcomes need not match the whole.

SMILES	rTrxR1 inhibitor	RXFP1 agonist	mIDH1 inhibitor	Vif-APOBEC3G blk	TrxR1 substrate	RGS4 inhibitor	USP1 inh	Vif-A3F inh	12-LOX inh
COc1ccccc1NC(=O)CCS(=O)(=O)c1cc2c(cc1Cl)NC(=O)CO2	21%[57.1 µM]	0.3%	10%	4%	-10%[57.1 µM]	-20%[56.9 µM]	-5%	-10%	35%[activator]
O=C(CCNC(=O)c1ccc(Br)cc1)NC1CCCc2ccccc21 (stereo not given)	-1%	-0.7%	4%	-1%	-3%	26%	-2%	6%	?
Cc1occc1C(=O)NN=C1C2CC3CC(C2)CC1C3	0%	2.5%	14%	0%	-3%	9%	0%	-6%	0%
Cc1ccc(SCC(=O)Nc2cccc(S(=O)(=O)N3CCOCC3)c2)cc1C	39%	-0.1%	10%	0%	6%	-14%	-22%	2%	-5%
O=C(Nc1nc(-c2ccc([N+](=O)[O-])cc2)cs1)c1c(F)cccc1F	23%	13%	8%	0%	3%	-14%[56.9 µM]	-20%	-5%	19%
CCCC(=O)N1c2ccccc2[C@@H](N(C(C)=O)c2ccccc2)C[C@H]1C	22%[57.1 µM]	-0.3%	-3%	-9%	10%[57.1 µM]	19%[11.4 µM]	1%	-1%	0%
Cn1nc(C(=O)NCCCN2CCCCC2)c2c1-c1ccccc1SC2	2%	-0.7%	-3%	3%	-2%	-34%	-7%	-1%	20%
C[C@@H]1CN([C@H](C)CO)C(=O)CCCn2cc(nn2)CO[C@H]1CN(C)C(=O)Nc1ccnc(N2CCOCC2)c1	/	/	0%	1%	/	/	-18%	-4%	4%
CC1(C)Nc2ccccc2C(=O)N1c1ccccc1	24%	1.2%	1%	2%	177%[activator]	-9%	-9%	6%	9%
Cc1c([C@H]2[C@@H](CC#N)C2(C)C)c2ccccc2n1C	-14%	0.4%	2%	-4%	-2%	-28%	-9%	/	100%[activator]
COC(=O)[C@H](C)N1C/C=C\COc2c(Cl)cc(Cl)cc2S1(=O)=O	?	/	13%	-1%	9%	-9%	-21%	7%	?
O=C(CSc1ccc(Cl)cc1)NCc1ccco1	23%	-0.1%	6%	0%	6%	8%	-24%	0%	-7%
COc1ccc(NC(=O)c2cc(Br)c(Br)s2)cn1	20%[57.1 µM]	1.6%	13%	-2%	-9%[57.1 µM]	-39%	-24%	-2%	13µM*
COc1ccccc1N(Cc1ccccc1)S(=O)(=O)c1cccc(C(=O)NC2CC(C)(C)NC(C)(C)C2)c1	-13%	-0.6%	-2%	-19%	-11%	-33%	-9%	-1%	?
Cc1cccc(NS(=O)(=O)c2ccc3[nH]c(=O)oc3c2)c1C	-36%[57.1 µM]	/	-2%	-1%	-4%	?	-20%	10%	?
CC(=O)c1nnn(-c2ccc([N+](=O)[O-])cc2)c1C	26%	0.4%	-5%	-4%	1%	-3%	-8%	-8%	5%
S=c1[nH]nc(NC2CCCCC2)s1	/	/	-2%	2%	/	/	-12%	1%	?
CCOC(=O)c1c(C)n(C(=O)c2ccco2)c(=O)n1C(=O)c1ccco1	40µM*	-0.4%	-1%	1%	-4%	-11%	-15%	2%	-24%
Cc1ccc(S(=O)(=O)c2nc(-c3ccco3)oc2SCC(C)C)cc1	1%	0.7%	11%	-3%	-5%[2.29 µM]	-28%	-23%	-4%	?
CCOC(=O)CC(=O)CSc1nc2cc(C)ccc2cc1C	2%[57.1 µM]	11%	15%	-4%	13%[57.1 µM]	-29%	-25%	6%	0%
COC(=O)c1[nH]c2ccccc2c1NC(=O)c1c(F)cccc1F	17%	1.7%	4%	0%	-2%	32%	1%	0%	4%&6%
CCOC(=O)C1(Cc2ccc(OC)cc2)CCN(S(C)(=O)=O)CC1	-11%[11.4 µM]	-1.2%	-3%	1%	10%[11.4 µM]	-15%	-16%	0%	?
Cc1ccc(N(CC(=O)NC(C)c2ccccc2)S(=O)(=O)c2c(C)noc2C)cc1 (stereo not given)	8%&-14%	2.8%&0.8%	10%&5%	0%&4%	3%&-10%	-46%&12%	-22%&-6%	-5%&-27%	7%&-22%
CN(C)C(=O)c1noc2cc([N+](=O)[O-])ccc12	8%	-1.2%	-2%	2%	1%	38%	-9%	-1%	-9%
[O-][n+]1cccc(C(O)c2ccccc2)c1 (stereo not given)	22%	-1.1%	4%	0%	7%	3%	-22%	5%	3%
Going on with the list:
SMILES	rTrxR1 inhibitor	RXFP1 agonist	mIDH1 inhibitor	Vif-APOBEC3G blk	TrxR1 substrate	RGS4 inhibitor	USP1 inh	Vif-A3F inh	12-LOX inh
O=C1COc2ccc(C(=O)COC(=O)CCSc3ccccc3)cc2N1	13%	?	14%	0%	5%	-3%	-15%	-4%	13%
CC1CC(C)CN(C(=O)c2cccc(N3C(=O)c4ccccc4C3=O)c2)C1 (stereo not given)	24%	0.5%	3%	4%	2%	-3%	-21%	0%	-29%
Cc1c(C(=O)NCc2ccccc2)oc2c1-c1[nH]ncc1CC2	2%	-1.4%	12%	-3%	-3%	-35%	-7%	0%	0%
O=C(COc1cccc2ccccc12)N1CCN(c2ccccc2)CC1	0%[57.1 µM]	-0.5%	1%	-3%	1%[57.1 µM]	-12%	-12%	2%	0%
Cc1cc(NC(=O)CCCn2nc(C)c([N+](=O)[O-])c2C)no1	21%	0.4%	0%	2%	0%	14%	-5%	-16%	3%
CCCc1nc(N2CCN(C)CC2)c2sc(=S)n(-c3ccccc3)c2n1	45%[activator][57.1 µM]	0.8%	-3%	3%	20%[57.1 µM]	-3%	-1%	-1%	125%[activator]
CC(C)(C)c1nnc(NC(=O)NS(=O)(=O)c2ccccc2)s1	29%	-2.1%	4%	0%	11%	4%	-3%	-13%	-5%
CCOc1ccc(CN2CCNC(=O)C2CC(=O)NCC2CCOCC2)cc1 (stereo not given)	-16%	-1.6%	3%	1%	2%	-16%	-13%	11%	-7%
CC1(C)CC2CC(C)(CN2S(=O)(=O)c2ccccc2[N+](=O)[O-])C1 (stereo not given)	4%	/	3%	6%	-10%	-10%	-29%	3%	365%[activator]
Nc1c(Cl)ncnc1N/N=C/c1ccnc2ccccc12	-10%	1.5%	3%	-5%	7%	-32%	-15%	-6%	-23%
CC(C)Oc1ccc(C(CC(=O)NCCCN(C)C)c2ccc(F)cc2)cc1 (stereo not given)	11%[57.1 µM]	0.7%	-1%	1%	-8%	27%	-14%	-4%	-2%
CCC1CCCCN1C(=O)Cn1c(=O)n(CCCCCC(=O)NCc2ccccc2)c(=O)c2sccc21 (stereo not given)	17%	4.0%	/	/	6%	1%	-6%	/	-4%
COc1ccc(C2C(=O)N(C3CCC(C)CC3)CC(=O)N2Cc2ccccc2Cl)cc1OC (stereo not given)	10%[57.1 µM]	-1.3%	-11%	-3%	-1%[57.1 µM]	17%	-26%	-9%	?
O=S(=O)(c1cccc(Cl)c1)N1CCC(c2nc3ccccc3[nH]2)CC1	-13%[57.1 µM]	3.0%	8%	-2%	-27%[57.1 µM]	-8%	-19%	-9%	-10%
c1ccn2cc(-c3ccc4c(c3)OCCO4)nc2c1	-15%	4.5%	6%	0%	111%[activator]	3%	0%	4%	-7%
COc1ccc(S(=O)(=O)N2CCN(c3ccc(F)cc3)CC2)cc1C(=O)N1CCOCC1	22%[57.1 µM]	0.2%	-5%	1%	5%[57.1 µM]	14%	-12%	6%	-12%
O=C(Cc1cccc2ccccc12)NCCOc1ccccc1F	-13%[57.1 µM]	-0.9%	11%	2%	-7%[57.1 µM]	8%	-4%	7%	1%
CC1=Nc2ccccc2/C1=C\c1nc(-c2ccccc2)oc1O	-15%	0.6%	2%	-12%	-14%	-11%	?	1%	-11%
Cc1ccc(S(=O)(=O)N(CC(=O)N2CCC(C)CC2)c2ccccc2)cc1	17%[57.1 µM]	3.7%	-2%	4%	-5%	-6%	4%	3%	-5%
Cc1cccc2sc(N(CCCN(C)C)C(=O)c3sc4ccccc4c3Cl)nc12	-21%	7.6%	3%	-6%	-18%	-17%	-10%	?	-27%
Cc1ccccc1NC(=O)Cc1nc(CN(C)CC(=O)Nc2cccc(F)c2)cs1	35%	0.1%	-5%	3%	5%	6%	-6%	1%	370%[activator]
CC(CNC1CCCCC1)OC(=O)c1ccc([N+](=O)[O-])cc1 (stereo not given)	-4%[11.4 µM]	/	3%	0%	15%[57.1 µM]	9%	-17%	4%	7%
CN(CC(=O)Nc1cccc(F)c1)C(=O)CCNC(=O)c1ccc(Br)cc1	-2%	1.5%	-10%	-8%	3%	16%	-10%	-1%	?
NC(=O)C1CCN(C(=O)c2ccc(OCC(=O)Nc3cccc(C(F)(F)F)c3)cc2)CC1	13%	-0.1%	1%	1%	1%	-1%	-12%	2%	18%

An excerpt from above, limited to mIDH1 inhibitor, TrxR1 substrate and 12-LOX inh:
Molecule	mIDH1 inhibitor	TrxR1 substrate	12-LOX inh
CCC1CCCCN1C(=O)Cn1c(=O)n(CCCCCC(=O)NCc2ccccc2)c(=O)c2sccc21 (stereo not given)	/	6%	-4%
Cc1c(C(=O)NCc2ccccc2)oc2c1-c1[nH]ncc1CC2	12%	-3%	0%

High-throughput results from PubChem BioAssay.
